esBAF inh = blocks esBAF chromatin remodeling in mouse ES cells. Bmi1-luciferase knock-in reporter, 24 h; 100% = twice the neutral-well signal. reporter increase, % at 12.5 µM. 350,000 compounds, 2% hits; in the data active = activation above about 40%;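 note: 0% = median of the plate's neutral control wells and 100% = double that signal; a rise in the Bmi1 reporter signal indicates esBAF inhibition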
RAD54 branch = blocks human RAD54 Holliday junction branch migration; Q92698; 360,000 compounds, 0.14% hits; FAM/BHQ fluorescence; inhibition, % at 10.4 µM;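 active = mean normalized replicate activity at least 40 and at least half of replicates scoring 40 or more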;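 note: 0% = median of neutral control wells and 100% = median of positive control wells; inhibitors cause a drop in the FAM fluorescence signal; in these data hits start at about 50%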
Target sequence (Q92698 whole entry, looked up): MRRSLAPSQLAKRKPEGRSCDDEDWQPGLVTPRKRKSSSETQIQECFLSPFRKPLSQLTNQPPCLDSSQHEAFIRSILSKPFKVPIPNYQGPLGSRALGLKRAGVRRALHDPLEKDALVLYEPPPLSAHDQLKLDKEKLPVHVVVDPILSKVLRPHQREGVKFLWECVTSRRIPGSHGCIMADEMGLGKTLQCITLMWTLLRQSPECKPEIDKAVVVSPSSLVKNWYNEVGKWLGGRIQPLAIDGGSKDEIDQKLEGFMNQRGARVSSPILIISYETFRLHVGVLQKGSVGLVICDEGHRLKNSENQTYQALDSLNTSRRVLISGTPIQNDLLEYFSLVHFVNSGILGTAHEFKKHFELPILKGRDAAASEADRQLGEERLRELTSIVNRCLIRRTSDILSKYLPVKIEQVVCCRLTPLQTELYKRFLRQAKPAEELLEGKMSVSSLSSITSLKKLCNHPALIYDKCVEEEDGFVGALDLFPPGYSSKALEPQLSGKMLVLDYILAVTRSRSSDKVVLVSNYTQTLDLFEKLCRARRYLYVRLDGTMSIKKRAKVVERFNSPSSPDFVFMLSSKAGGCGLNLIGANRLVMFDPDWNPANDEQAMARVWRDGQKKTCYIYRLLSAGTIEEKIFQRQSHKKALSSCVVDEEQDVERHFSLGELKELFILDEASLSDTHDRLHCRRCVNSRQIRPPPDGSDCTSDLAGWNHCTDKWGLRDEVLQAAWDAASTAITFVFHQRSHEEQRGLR
* hit, by the source's call. An excerpt; the hit share may differ from the screen's.

SMILES	esBAF inh	RAD54 branch
O=C(CN1C(=O)c2ccccc2C1=O)N1CCN(c2nnc(-c3ccccc3)c3ccccc23)CC1	-2	2
COC(=O)c1[nH]c2ccc(C)cc2c1NC(=O)C(C)N1CCN(C2CCCCC2)CC1 (centres undefined)	6	10
O=C(Oc1ccc(-c2nnco2)cc1)N1CCOCC1	-5	-5
CCOc1ccc(C2C(C(=O)OC)=CN(CCOC)C=C2C(=O)OC)cc1	-6	-3
CC(C)Oc1ccc(N2CC(C(=O)OCC(=O)NCc3ccccc3)CC2=O)cc1 (centres undefined)	-6	-11
CCCCCn1c(=O)c(C(=O)OCC)c(O)c2ccccc21	-9	-6
Cc1oc(-c2cccc(Cl)c2)nc1CN1CCC(C(=O)N2CCN(c3ccccn3)CC2)CC1	-6	2
CCCCN(CCCNC(=O)C1CCCN(S(=O)(=O)CC)C1)Cc1ccccc1 (centres undefined)	1	-10
COc1nc(N(C#N)CC(N)=O)nc(N2CCCC2)n1	-8	1
Cc1ccc(Nc2nc(C)cc(C)c2C(N)=O)cc1	0	3
O=C1CCCCC1C(Nc1ccc(Cl)cc1)c1ccccc1 (centres undefined)	-4	0
O=C(c1ccccc1)c1cncc(Br)c1	-1	3
CCOc1ccc(C(=O)NCc2cccs2)cc1	22	-9
CCOC(=O)c1cccc(NC(=O)CCc2c(C)nc3ncnn3c2C)c1	-10	-9
CCOC(=O)C(C)NC(=O)C(NC(=O)C1CCC(CC)CC1)C(C)C (centres undefined)	-3	1
Cc1nc2c(nnn2Cc2ccccc2)c(=O)n1-c1ccccc1	3	-7
Nc1nnc(SCc2coc(-c3ccc(Cl)cc3)n2)s1	31	9
Cc1nc2sc3c(NCc4ccco4)ncnc3c2c2c1COC(C)(C)C2	-12	6
Cc1cc(C)c2c(CN3CCN(CCO)CC3)cc(=O)oc2c1	8	15
CCOC(=O)Cc1c(C)nc2c(-c3ccccc3)c(C)[nH]n2c1=O	13	-6
CCOc1ccccc1N(CC(=O)Nc1ccc(S(=O)(=O)N2CCOCC2)cc1)S(=O)(=O)c1ccccc1	1	-4
CCOc1cc(C2CC(=O)c3c(ccc4ccccc34)N2)ccc1O (centres undefined)	-3	0
Cc1cc(C(=O)NCCCN2CCCC2=O)no1	-13	6
O=C(Nc1ccc(Oc2ccccc2)cc1)c1ccco1	46*	2
CN(C)CCN(C(=O)c1ccc2ccccc2c1)c1nc2ccc(F)cc2s1	13	18
CCOC(=O)CC(/C(C)=N\O)c1ccccc1 (centres undefined)	-3	-11
Cc1ccc(/C=N/n2c(C)nnc2C)cc1	-8	3
Cc1ccccc1NCc1ccccc1O	-1	-13
O=C(CSc1nnc(-c2cnccn2)n1Cc1ccco1)Nc1ccc(Br)cc1	-1	-7
Cc1nc(CC(=O)Nc2nc(C(C)(C)C)cs2)cs1	11	-17

5 compounds already listed, sorted by count of non-hydrogen atoms, low to high:
SMILES	esBAF inh	RAD54 branch
CCOC(=O)CC(/C(C)=N\O)c1ccccc1 (centres undefined)	-3	-11
Cc1nc(CC(=O)Nc2nc(C(C)(C)C)cs2)cs1	11	-17
CN(C)CCN(C(=O)c1ccc2ccccc2c1)c1nc2ccc(F)cc2s1	13	18
O=C(CSc1nnc(-c2cnccn2)n1Cc1ccco1)Nc1ccc(Br)cc1	-1	-7
CCOc1ccccc1N(CC(=O)Nc1ccc(S(=O)(=O)N2CCOCC2)cc1)S(=O)(=O)c1ccccc1	1	-4

The main list resumes, starting 5 compounds before the break.
SMILES	esBAF inh	RAD54 branch
CCOC(=O)CC(/C(C)=N\O)c1ccccc1 (centres undefined)	-3	-11
Cc1ccc(/C=N/n2c(C)nnc2C)cc1	-8	3
Cc1ccccc1NCc1ccccc1O	-1	-13
O=C(CSc1nnc(-c2cnccn2)n1Cc1ccco1)Nc1ccc(Br)cc1	-1	-7
Cc1nc(CC(=O)Nc2nc(C(C)(C)C)cs2)cs1	11	-17
CC(=O)N1CCn2c3ccc(C)cc3c3cccc1c32	30	-2
O=C(Nc1ccccc1Oc1ccccc1)C1CC1	-3	-3
CC(NC(=O)C1CCN(c2nnc(-n3cccc3)s2)CC1)C12CC3CC(CC(C3)C1)C2 (centres undefined)	-2	0
Cc1cc(C)nc(-n2nc(C)c(C3(O)C(=O)Nc4ccc(F)cc43)c2N)n1 (centres undefined)	-2	-3
O=C(/C=C/c1ccc(Br)cc1)NC1CCCCCC1	30	-1
O=C(Nc1ccncc1)c1cn(-c2ccccc2)nc1-c1cccs1	10	13
Cc1c(C(=O)NCCCN2CCOCC2)sc2ncnc(N3CCN(c4ccccc4)CC3)c12	3	-7
CC(=O)N1c2ccccc2C(=O)OC1c1cccnc1 (centres undefined)	11	16
CCN(CC)CCCN(Cc1cc2cc3c(cc2[nH]c1=O)OCCO3)C(=O)Nc1ccccc1	13	13
CC1=C(C(=O)O)N2C(=O)C(NC(=O)c3nn(C)cc3Cl)C2SC1 (centres undefined)	1	5
CCc1cc(=O)oc2c(CN3CCCC3)c(O)c(Cl)cc12	-10	-6
O=C1CCC(=O)N1OCCCOc1ccc(Br)cc1Cl	-1	-3
CC(=O)Nc1ccc(NC(=O)N2CCCCC2)cc1	-3	1
CC(=O)OCCNC(=O)c1cccnc1	1	-2
CC(=O)C1=C(O)C(=O)N(c2cc(C(C)(C)C)on2)C1c1ccc(Br)cc1 (centres undefined)	-3	-5
CCOC(=O)c1ccc(N/C=C2\CCCCC2=O)cc1	38	-6
O=C(c1cccc(C(F)(F)F)c1)N1CCC(O)(CS(=O)(=O)Cc2ccccc2)CC1	-8	-2
Cc1ccc(-c2noc(CCC(=O)NCC3CCCO3)n2)cc1 (centres undefined)	-1	-11
COCCOCCn1cnc2ccccc21	-2	-10
CCOc1ccc2nc(SCC(=O)NCc3ccc4c(c3)OCO4)[nH]c2c1	4	9
CCOC(=O)C1=C(C)N=c2s/c(=C\C(=O)OC)c(=O)n2C1c1ccc(OC)cc1 (centres undefined)	-9	-1
O=C(Cn1c(=O)n(Cc2ccco2)c(=O)c2ccccc21)NCC1CCCO1 (centres undefined)	0	-5
O=C(CSc1nnc(Cc2ccccc2)n1-c1ccccc1)NNC(=O)Cc1ccccc1	2	1
COc1ccc(F)cc1S(=O)(=O)N1CC(C)CC(C)C1 (centres undefined)	2	-1
CC(OC(=O)CN1C(=O)NC(C)(C)C1=O)C(=O)c1ccccc1 (centres undefined)	2	0
Cn1c(=O)c2c(nc(NCCNC(=O)c3ccco3)n2Cc2ccc(Cl)cc2Cl)n(C)c1=O	3	7
CCn1c(=O)n(-c2ccc(Cl)cc2)c(=O)c2c3c(sc21)COC(C)(C)C3	0	-1
CCCCc1nnc(SCCSc2nnc(CCCC)n2N)n1N	-8	4
Cc1nc2nc(-c3ccco3)[nH]n2c(=O)c1Cc1ccccc1	4	5
O=C(Nc1ccc(-c2nc3cc(Cl)ccc3o2)cc1)C1CCCO1 (centres undefined)	-10	-12
O=C1CC(c2cccs2)Cc2nc(NCC3CCCO3)ncc21 (centres undefined)	-2	-10
COc1cnc(N(C)C)nc1Sc1ccc(Cl)cc1	10	6
Cc1ccc2c(c1)N(C(=O)CSc1nncn1C)C(C)(C)c1ssc(=S)c1-2	-3	-5
C/C(=N\NC(N)=O)C1(C)CCCCC1	2	-11
Cc1ccc(C(=O)O)cc1S(=O)(=O)N1CCC(C(=O)O)CC1	0	-7
COC(=O)c1ccccc1NC(=O)C1CC(=O)N(c2ccc(F)cc2)C1 (centres undefined)	-4	-7
Cc1c(NCc2cc(Cl)ccc2O)c(=O)n(-c2ccccc2)n1C	-13	13
COc1ccccc1-c1nc(C#N)c(N2CCC(C(N)=O)CC2)o1	2	1
CCOc1ccc(-c2nc(C#N)c(NCC3CCCO3)o2)cc1 (centres undefined)	8	2
CCOC(=O)C1=C(C)OC(N)=C(C#N)C1c1ccc(O)c(OC)c1 (centres undefined)	3	6
N#Cc1ccsc1NC(=O)CN1CCN(c2ccccn2)CC1	11	-5
CCOC(=O)C1CCN(C(=O)Cc2c(C(=O)O)n(CC)c3ccccc23)CC1	-4	-9
CC(=O)Nc1ccc(S(=O)(=O)N2CCCN(S(=O)(=O)c3ccc(C)cc3)CC2)cc1	-5	4
CC(C)Cc1nnc(NC(=O)c2cc(-c3ccccc3)nc3ccccc23)s1	-4	2
O=C(Nc1ccccc1F)c1ccco1	20	-1
O=C1c2ccccc2NC2(CCCCC2)N1c1ccc(O)cc1	4	-13
COc1c(F)c(F)c(-c2csc(N)n2)c(F)c1F	-9	1
N#CC(C#N)=CC1=C2OC(c3ccccc3)=CC(c3ccccc3)=C2CCC1	-5	8
CN1CCN(C(=O)c2ccccc2NC(=O)CCN2C(=O)c3ccccc3C2=O)CC1	-1	3
c1ccc(CSc2n[nH]c(-c3ccco3)n2)cc1	28	2
(list continues)
SMILES	esBAF inh	RAD54 branch
COC(=O)c1sccc1NC(=S)N1CCCCC1	2	5
CC(C)(C)NC(=O)C(c1cccs1)N(CC1CCCO1)C(=O)Cn1nnc(-c2cccs2)n1 (centres undefined)	-7	-7
O=C(Cn1cnc2ccccc2c1=O)NCCC(=O)N1CCN(c2ccccc2)CC1	-5	4
Fc1ccccc1/C=N/Nc1nn[nH]n1	-3	2
Cc1ccc(NC(=O)CN2C(=O)NC(Cc3ccccc3)C2=O)cc1 (centres undefined)	-12	-4
COc1ccc(CN=CC2=C(O)CC(C)(C)CC2=O)cc1	18	-4
COc1cc(OC)cc(C(=O)n2cnnc2N)c1	7	16
Cc1cc(C)nc(NC2=NCCN2C(=O)NC2CCCCC2)n1	6	-2
CC1(C)OC(=O)CC1C(=O)NCc1ccccc1 (centres undefined)	-1	4
CC(C)CC(=O)Nc1ccc(F)c(Cl)c1	11	-4

Compound profiles, as listed above.
Shown for O=C1CCC(=O)N1OCCCOc1ccc(Br)cc1Cl → esBAF inh = -1; RAD54 branch = -3
Shown for CCOC(=O)C(C)NC(=O)C(NC(=O)C1CCC(CC)CC1)C(C)C (centres undefined) → esBAF inh = -3; RAD54 branch = 1

Further entries follow:
SMILES	esBAF inh	RAD54 branch
Cc1cc2ccccc2nc1SCC(=O)N1CCCC1	13	-8
CCCc1nn(C)c2c1C(c1ccncc1)C(C#N)=C(N)O2 (centres undefined)	8	-8
O=C(Nc1ccc(CN2CCCCC2)cc1)c1ccc(Br)o1	25	-16
Cc1cc(C)c(NC(=O)CN2C(=O)NC3(CCOc4ccccc43)C2=O)c(C)c1 (centres undefined)	-4	-2
O=C(Nc1ccccc1F)c1ccc(CNS(=O)(=O)c2cccc(C(F)(F)F)c2)cc1	-3	-4
Cc1ccc(CNC(=O)c2cnc(-c3ccccn3)nc2C(F)(F)F)cc1	-5	1
CN(CC(=O)O/N=C(\N)c1ccccn1)S(=O)(=O)c1cc(Cl)ccc1Cl	-1	-5
Cc1cc(NC(=O)C23CCC(C)(C(=O)O2)C3(C)C)no1 (centres undefined)	-2	-2
CCCS(=O)(=O)N1CCCC(C(=O)NCCCN(CC)c2cccc(C)c2)C1 (centres undefined)	3	10
COc1ccc(/C(O)=C2/C(=O)C(=O)N(Cc3cccnc3)C2c2ccccn2)cc1 (centres undefined)	35	1
O=C(COC(=O)c1c2c(nc3ccccc13)CCCC2)c1cccs1	1	4
COc1ccc(C2C(C(=O)OCC(=O)NC(C)(C)C)CCC(=O)N2c2ccc(C)cc2)cc1OC (centres undefined)	1	-2
Fc1ccc(-c2nc3c(Cl)cc(C(F)(F)F)cn3c2Cl)cc1	39	-12
Cc1cccc(OCCCOc2cccc3cccnc23)c1C	32	-8
CCOc1ccc(N2C(=O)/C(=C/c3cc(OC)c(OC)c(OC)c3)N(CC(=O)OC)C2=S)cc1	-4	-5
CCc1ccccc1NC(=O)CSc1nnc([C@@H](NC(=O)OC(C)(C)C)C(C)CC)o1 (some centres undefined)	17	-1
COc1ccc(CNC(=O)c2cccc(N(C)C)c2)cc1	3	-13
COc1cc(-c2nnc(SC/C=C/c3ccccc3)n2N)cc(OC)c1OC	7	9
Cc1cc(C(=O)Nc2sc3c(c2C#N)CCC(C)C3)cs1 (centres undefined)	52*	-7
O=S(=O)(NCc1ccc(Cl)cc1)c1cnc[nH]1	-3	2
N#CNC1=NCN(CCc2ccccc2)CN1	-8	8
CCOc1cccc(N)c1	1	6
CCOC(=O)c1c(C)nc2sc(C(=O)Nc3ccccc3)c(N)c2c1-c1ccc(OC)cc1	10	5
O=C(/C=C/c1ccc2ccccc2c1)c1ccoc1	13	-16
Cc1ccc(SCc2cc(=O)[nH]c(N3CCN(C)CC3)n2)cc1	-2	3
CC1CN(S(=O)(=O)c2ccc(-c3nc4ccccc4s3)cc2)CC(C)O1 (centres undefined)	2	14
CCCC(=O)Nc1nc2c(c(=O)[nH]1)CCCC2	-8	-1
C=CCOc1ccccc1CN1CCSCC1	7	8
CCC(=O)Nc1cc(-c2nn(CC(=O)N3CCCCC3)c(=O)c3ccccc23)ccc1N1CCOCC1	-3	-4
COc1ccc(NC(=O)NCc2cccn2C)c(OC)c1	5	-2
COc1ccc(CCNC(=O)C2CC(=O)N(c3ccc(F)cc3)C2)cc1OC (centres undefined)	-5	8
O=C(Nn1c(-c2ccccc2)nc2ccccc2c1=O)C1CCC1	-1	-5
CCOC(=O)c1cccc(Nc2ncnc3ccccc23)c1	1	-4
O=C(N/N=C/C=C/c1ccccc1)c1ccc(Br)cc1	-3	3
CC(=O)c1cccc(NC(=O)c2ccc(S(=O)(=O)N3CCCCC3)cc2)c1	2	0
CC(C)(C)c1cn(-c2ccccc2)c(=S)[nH]1	6	5
CCCn1c(SCc2nc3sc(C)c(C)c3c(=O)[nH]2)nc2ccccc2c1=O	-2	-7
COCCn1c(-c2ccccc2)nc(=S)c2c1CC(C)(C)OC2	-6	-2
CC(C)N1C(=O)CCC1C(=O)N1CCCc2ccccc21 (centres undefined)	-3	-2
CCOc1ccc(OCC(=O)c2c(O)c3ccccc3oc2=O)cc1	-2	-12
